# Compound activity as filed in PubChem.
# Pax4 gene expression = Pax4 mRNA upregulation in alpha cells – RT-PCR, mouse alpha TC1 cells, single point, primary screen (AID 1053180); activation, % at 10 µM; 9,600 compounds, 0.2% hits; mouse alpha TC1 cells, Pax4 mRNA qPCR, 6 days; active compounds read high; 100% = Pax4 plasmid added at qPCR;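 active means highest normalized replicate activity of 15 or more, or at least half the replicates reach 15 or more; inactive means neither condition met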;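 further: pax4 Ct normalized to GAPDH with activation seen as lower delta delta Ct; plate controls were plate neutral control wells for no effect and Pax4 plasmid positive control for full effect; each compound tested in two replicate wells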
# DLD1 CTGF mRNA = YAP1 pathway inhibitors via CTGF transcript, primary screen, DLD1 colon cancer cells, RT-qPCR, single point (AID 743449); DLD1 CTGF mRNA qPCR, 24 h; active compounds read high; inhibition, % at 12.5 µM; 9,900 compounds, 0.9% hits;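 active means mean normalized replicate activity at least 50 and at least half of replicates each reaching 50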;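 further: 0% = neutral control wells and 100% = dasatinib control wells; higher means stronger suppression of CTGF expression like dasatinib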
# An asterisk follows results filed as active; . = not tested or not shown; & = joins results of further samples. This is a subset, so the mix of outcomes need not match the whole.
OC[C@@H]1[C@H](c2ccccc2)C2(CN(CCC(F)(F)F)C2)N1Cc1nccs1
  Pax4 gene expression: .	DLD1 CTGF mRNA: 11.0
O=C(C[C@H]1C=C[C@@H](NC(=O)Cc2ccccn2)[C@H](CO)O1)NCCc1ccncc1
  Pax4 gene expression: 0.0	DLD1 CTGF mRNA: 3.0
C[C@@H]1CCCCO[C@H](CN(C)S(C)(=O)=O)[C@@H](C)CN([C@H](C)CO)C(=O)c2cc(NC(=O)NC3CCCCC3)ccc2O1
  Pax4 gene expression: 0.0	DLD1 CTGF mRNA: -12.3
O=C(NC1Cc2ccccc2C1)[C@@H]1N[C@@H]2c3cccc(=O)n3C[C@@H]2[C@H]1CO
  Pax4 gene expression: 0.0	DLD1 CTGF mRNA: 14.5
C[C@@H]1CCCCO[C@H](CN(C)C(=O)CCCN(C)C)[C@@H](C)CN([C@H](C)CO)C(=O)c2cc(NS(=O)(=O)c3ccc(Cl)cc3)ccc2O1
  Pax4 gene expression: 0.0	DLD1 CTGF mRNA: -16.9
COC(=O)[C@H]1[C@H](CO)[C@H]2Cn3c(ccc(/C=C/c4ccccc4)c3=O)[C@H]2N1CCC(F)(F)F
  Pax4 gene expression: 0.0	DLD1 CTGF mRNA: 12.7
CO[C@@H]1CC[C@@H]2CCOc3ccc(C#N)cc3C(=O)N(C)C[C@@H](c3ccccc3)CC(=O)N(C)C[C@@H]1O2
  Pax4 gene expression: 0.0	DLD1 CTGF mRNA: -10.6
O=C(c1ccccn1)N1C[C@@H]2[C@H](c3ccccc31)[C@@H](CO)N2C(=O)C1CCCCC1
  Pax4 gene expression: 0.0	DLD1 CTGF mRNA: -20.3
C[C@@H]1CN([C@@H](C)CO)C(=O)c2c(c3ccccc3n2C)-c2ccccc2CO[C@H]1CN(C)C(=O)NC1CCCCC1
  Pax4 gene expression: 0.0	DLD1 CTGF mRNA: 7.5
CCCNC(=O)N1CC2(C1)CN(C(=O)c1ccccc1)[C@@H](CO)c1[nH]c3cc(OC)ccc3c12
  Pax4 gene expression: 0.0	DLD1 CTGF mRNA: 0.4

O=S(=O)(c1ccccc1)N1[C@@H](CO)[C@@H]2c3ccccc3NC[C@@H]21
  Pax4 gene expression: 0.0	DLD1 CTGF mRNA: -9.4
COCC#Cc1ccc([C@H]2[C@H]3CN(C(=O)Nc4ccccc4F)CC(=O)N3[C@H]2CO)cc1
  Pax4 gene expression: 0.0	DLD1 CTGF mRNA: 0.4
Cc1ccc(-c2ccccc2[C@@H]2[C@H](C#N)N(c3ncc(-c4ccccc4)s3)[C@H]2CO)cc1
  Pax4 gene expression: 0.0	DLD1 CTGF mRNA: 10.9
COc1ccc(NC(=O)N2C[C@H]3[C@@H](c4ccccc42)[C@H](CO)N3Cc2ccccn2)cc1
  Pax4 gene expression: 0.0	DLD1 CTGF mRNA: 0.2
O=C(c1ccccc1F)N1CC[C@H]2[C@H](CO)Nc3ccc(Br)cc3[C@H]21
  Pax4 gene expression: 0.0	DLD1 CTGF mRNA: -3.5
Cc1ccccc1-c1cnc2c(c1)C(=O)N([C@@H](C)CO)C[C@H](C)[C@@H](CN(C)Cc1ccccc1F)O2
  Pax4 gene expression: 0.0	DLD1 CTGF mRNA: 1.0
C[C@@H]1CN([C@H](C)CO)C(=O)c2cc(-c3ccc(F)cc3)cnc2O[C@@H]1CN(C)S(C)(=O)=O
  Pax4 gene expression: 0.0	DLD1 CTGF mRNA: -28.7
CC(C)CNC[C@@H]1[C@@H](c2ccccc2)[C@@H](CO)N1Cc1ccc(F)cc1
  Pax4 gene expression: 0.0	DLD1 CTGF mRNA: -30.1
COc1ccc2c3c(n(C)c2c1)[C@@H](CO)N(C(=O)c1cccc(F)c1)CC31CN(C(=O)c2cccc(F)c2)C1
  Pax4 gene expression: 0.0	DLD1 CTGF mRNA: -1.0
CCCNC(=O)N1[C@H](C#N)[C@@H](c2ccccc2C2=CCCCC2)[C@@H]1CO
  Pax4 gene expression: 0.0	DLD1 CTGF mRNA: -0.8

# 6 entries from above, arranged by formula weight, highest first.
COc1ccc2c3c(n(C)c2c1)[C@@H](CO)N(C(=O)c1cccc(F)c1)CC31CN(C(=O)c2cccc(F)c2)C1
  Pax4 gene expression: 0.0	DLD1 CTGF mRNA: -1.0
C[C@@H]1CN([C@H](C)CO)C(=O)c2cc(-c3ccc(F)cc3)cnc2O[C@@H]1CN(C)S(C)(=O)=O
  Pax4 gene expression: 0.0	DLD1 CTGF mRNA: -28.7
Cc1ccc(-c2ccccc2[C@@H]2[C@H](C#N)N(c3ncc(-c4ccccc4)s3)[C@H]2CO)cc1
  Pax4 gene expression: 0.0	DLD1 CTGF mRNA: 10.9
COCC#Cc1ccc([C@H]2[C@H]3CN(C(=O)Nc4ccccc4F)CC(=O)N3[C@H]2CO)cc1
  Pax4 gene expression: 0.0	DLD1 CTGF mRNA: 0.4
COc1ccc(NC(=O)N2C[C@H]3[C@@H](c4ccccc42)[C@H](CO)N3Cc2ccccn2)cc1
  Pax4 gene expression: 0.0	DLD1 CTGF mRNA: 0.2
O=S(=O)(c1ccccc1)N1[C@@H](CO)[C@@H]2c3ccccc3NC[C@@H]21
  Pax4 gene expression: 0.0	DLD1 CTGF mRNA: -9.4

# (more compounds)
CCc1cnc(N2[C@@H](C#N)[C@@H](c3ccc(C#Cc4ccccc4F)cc3)[C@@H]2CO)s1
  Pax4 gene expression: 0.0	DLD1 CTGF mRNA: -158.6
COCC(=O)N1CC(=O)N2[C@@H](CO)[C@H](c3ccc(-c4ccncc4)cc3)[C@@H]2C1
  Pax4 gene expression: 0.0	DLD1 CTGF mRNA: 6.8
COCC(=O)N1[C@@H](CO)[C@H](c2ccccc2)C12CN(C(=O)c1ccccc1)C2
  Pax4 gene expression: .	DLD1 CTGF mRNA: -19.8
C[C@H](CO)N1C[C@H](C)[C@@H](CN(C)S(C)(=O)=O)Oc2ccc(NC(=O)NC3CCCCC3)cc2C1=O
  Pax4 gene expression: 0.0	DLD1 CTGF mRNA: -2.6
O=C(c1cccc(F)c1)N1CCCCN2[C@@H](CO)[C@H](c3ccc(C#CC4(O)CCCC4)cc3)[C@@H]2C1
  Pax4 gene expression: 0.0	DLD1 CTGF mRNA: 68.7*
CN1[C@@H]2c3ccc(-c4ccc(F)cc4)c(=O)n3C[C@@H]2[C@@H](CO)[C@@H]1C(=O)NCc1ccccn1
  Pax4 gene expression: 0.0	DLD1 CTGF mRNA: 12.7
O=C(c1cnccn1)N1CC(=O)N2[C@@H](CO)[C@@H](c3ccc(C#CC4CC4)cc3)[C@@H]2C1
  Pax4 gene expression: 0.0	DLD1 CTGF mRNA: -12.3
O=C(C[C@H]1CC[C@H]2[C@@H](COC[C@@H](O)CN2C(=O)c2cccnc2)O1)NCC1CC1
  Pax4 gene expression: 0.0	DLD1 CTGF mRNA: 6.5
C[C@@H](NC(=O)C[C@@H]1CC[C@@H]2[C@H](COC[C@H](O)CN2Cc2ccc(C(F)(F)F)cc2)O1)c1ccccc1
  Pax4 gene expression: 0.0	DLD1 CTGF mRNA: 25.5
COc1ccc(S(=O)(=O)Nc2ccc3c(c2)[C@H]2C[C@H](CC(=O)N(C)C)O[C@H](CO)[C@H]2O3)cc1
  Pax4 gene expression: 0.0	DLD1 CTGF mRNA: 14.7

CNC[C@@H]1OCCCC[C@H](C)Oc2ccc(NC(=O)Nc3ccc(OC)cc3)cc2C(=O)N([C@H](C)CO)C[C@@H]1C
  Pax4 gene expression: 0.0	DLD1 CTGF mRNA: -4.8
O=C(NC1CCCC1)N[C@H]1C=C[C@@H](CC(=O)N2CCOCC2)O[C@H]1CO
  Pax4 gene expression: 0.0	DLD1 CTGF mRNA: -14.6
O=C(C[C@@H]1C=C[C@H](NS(=O)(=O)c2ccccc2)[C@@H](CO)O1)NCCN1CCCCC1
  Pax4 gene expression: 0.0	DLD1 CTGF mRNA: 23.5
O=C(NC1CCCCC1)N1CC2(C1)[C@@H](c1ccccc1)[C@@H](CO)N2S(=O)(=O)Cc1ccccc1
  Pax4 gene expression: .	DLD1 CTGF mRNA: -2.7
COC(=O)C[C@@H]1CC[C@H]2[C@H](COc3ccc(NC(=O)c4ccc(C(F)(F)F)cc4)cc3C(=O)N2C)O1
  Pax4 gene expression: 0.0	DLD1 CTGF mRNA: -102.4
COc1ccc2c3c(n(C)c2c1)[C@H](CO)N(Cc1ccccc1)CC31CN(S(=O)(=O)c2ccc(C)cc2)C1
  Pax4 gene expression: 0.1	DLD1 CTGF mRNA: -241.1
C[C@H](CO)N1C[C@H](C)[C@@H](CN(C)Cc2cccc(C(=O)Nc3ccccc3N)c2)OCc2ccccc2-c2c(n(C)c3ccccc23)C1=O
  Pax4 gene expression: 0.1	DLD1 CTGF mRNA: 29.7
COc1ccccc1CNC(=O)C[C@H]1C=C[C@H](NC(=O)CC2CC2)[C@@H](CO)O1
  Pax4 gene expression: 0.0	DLD1 CTGF mRNA: 9.5
CC(C)NC(=O)N1CC[C@@H]2[C@@H](CO)N(C)c3ccc(-c4ccc(F)cc4)cc3[C@@H]21
  Pax4 gene expression: 0.0	DLD1 CTGF mRNA: 10.3
N#Cc1cccc(-c2ccc3c(c2)[C@H]2[C@H](CCN2Cc2ccc4c(c2)OCO4)[C@@H](CO)N3)c1
  Pax4 gene expression: 0.0	DLD1 CTGF mRNA: -38.9

COc1ccc(CN2[C@H](CO)[C@H]3c4ccccc4NC[C@H]32)cc1
  Pax4 gene expression: 0.2	DLD1 CTGF mRNA: -15.1
CCc1cnc(N2[C@@H](C#N)[C@@H](c3ccc(-c4cccc(F)c4)cc3)[C@@H]2CO)s1
  Pax4 gene expression: 0.0	DLD1 CTGF mRNA: -28.3
COCC(=O)Nc1ccc2c(c1)OC[C@@H](C)N(C(=O)CN1CCOCC1)C[C@@H](C)[C@H](OC)CN(C)C2=O
  Pax4 gene expression: 0.0	DLD1 CTGF mRNA: -9.7
CN1C(=O)c2cc(NC(=O)c3cccc(Cl)c3)ccc2OC[C@@H]2O[C@H](CC(=O)NC3CCCCC3)CC[C@H]21
  Pax4 gene expression: 0.0	DLD1 CTGF mRNA: 33.5
COCC(=O)Nc1ccc2c(c1)[C@H]1C[C@H](CC(=O)N3CCOCC3)O[C@H](CO)[C@H]1O2
  Pax4 gene expression: 0.0	DLD1 CTGF mRNA: 22.7
O=C(c1ccncc1)N1C[C@H]2[C@@H](c3ccccc31)[C@@H](CO)N2Cc1ccccc1F
  Pax4 gene expression: 0.0	DLD1 CTGF mRNA: 6.9
O=C(C[C@@H]1C[C@@H]2c3cc(NC(=O)C4CCOCC4)ccc3O[C@@H]2[C@H](CO)O1)NCCN1CCCCC1
  Pax4 gene expression: 0.0	DLD1 CTGF mRNA: -8.2
COc1cccc(-c2ccc(C3[C@H]4CNC[C@@H]3N4C(=O)Nc3ccc4c(c3)OCO4)cc2)c1 (stereo not given in full)
  Pax4 gene expression: 0.0&0.0	DLD1 CTGF mRNA: 12.0&-12.2
CC=Cc1ccc2n(c1=O)C[C@H]1[C@H](CO)[C@@H](C(=O)N3CCOCC3)[C@@H]2N1CC1CCCC1 (mixture of isomers)
  Pax4 gene expression: 0.0	DLD1 CTGF mRNA: 6.6
C/C=C/c1ccc([C@@H]2[C@@H](CO)N3C(=O)CN(C(=O)Nc4ccc(F)cc4)C[C@@H]23)cc1
  Pax4 gene expression: 0.0	DLD1 CTGF mRNA: -11.9
O=C(Nc1ccc(F)cc1)N1CC(=O)N2[C@H](C1)[C@H](c1ccc(-c3cccc(F)c3)cc1)[C@@H]2CO
  Pax4 gene expression: 0.0	DLD1 CTGF mRNA: 3.8
Cc1ccccc1-c1ccc([C@@H]2[C@H](CO)N3CCCCN(S(=O)(=O)Cc4ccccc4)C[C@@H]23)cc1
  Pax4 gene expression: 0.1	DLD1 CTGF mRNA: 26.0

# Single records (already shown). Order of screens: Pax4 gene expression	DLD1 CTGF mRNA
# COc1ccc(NC(=O)N2C[C@H]3[C@@H](c4ccccc42)[C@H](CO)N3Cc2ccccn2)cc1 as listed: 0.0	0.2
# Cc1ccccc1-c1ccc([C@@H]2[C@H](CO)N3CCCCN(S(=O)(=O)Cc4ccccc4)C[C@@H]23)cc1 as listed: 0.1	26.0
